# Source: PubChem (Sanford-Burnham Center for Chemical Genomics)
# PfGluPho inh: PfG6PD (Plasmodium falciparum) enzyme inhibition | AID 504690 | 0.78% of 350,000 active | PfGluPho enzyme, NADPH resazurin-diaphorase fluorescence | inhibition, % at 20 µM;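 active = inhibition reaching at least a set limit at 20 µM in the primary screen, cut at about 59% in these data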;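 note: 0% = DMSO wells with substrate and 100% = DMSO wells lacking glucose-6-phosphate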
# ATG4B inh: ATG4B (human) cysteine protease inhibition | 0.51% of 340,000 active | inhibition, % at 8.33 µM | Q9Y4P1 | ATG4B cleavage of LC3-PLA2, NBD-HPC fluorescence, 1 h; in the data active = inhibition above about 40%
# Target sequence (Q9Y4P1 whole entry, looked up): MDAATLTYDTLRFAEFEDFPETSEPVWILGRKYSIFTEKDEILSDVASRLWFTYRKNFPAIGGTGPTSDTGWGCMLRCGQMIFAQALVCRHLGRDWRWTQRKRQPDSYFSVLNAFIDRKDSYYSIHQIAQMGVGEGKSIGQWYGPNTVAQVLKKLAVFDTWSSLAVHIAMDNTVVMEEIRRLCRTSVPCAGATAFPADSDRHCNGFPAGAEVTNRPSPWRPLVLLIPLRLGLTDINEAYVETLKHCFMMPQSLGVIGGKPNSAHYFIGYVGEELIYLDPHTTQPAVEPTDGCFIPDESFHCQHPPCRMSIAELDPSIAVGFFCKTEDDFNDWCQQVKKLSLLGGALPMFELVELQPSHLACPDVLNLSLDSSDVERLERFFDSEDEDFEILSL
# hIAP activ: human IAP activation | P09923 | purified human IAP, CDP-Star luminescence, 30 min; active compounds read high; 1 = vehicle-only enzyme, 0 = enzyme-free background | activation factor at 10 µM | 0.16% of 330,000 active | AID 2524;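 active = activation factor of the enzyme at least 2-fold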; note: the source names both 10 and 20 µM as test concentration; values of inactives mirror those of a sister screen read the other way
# Target sequence (P09923 whole entry, looked up): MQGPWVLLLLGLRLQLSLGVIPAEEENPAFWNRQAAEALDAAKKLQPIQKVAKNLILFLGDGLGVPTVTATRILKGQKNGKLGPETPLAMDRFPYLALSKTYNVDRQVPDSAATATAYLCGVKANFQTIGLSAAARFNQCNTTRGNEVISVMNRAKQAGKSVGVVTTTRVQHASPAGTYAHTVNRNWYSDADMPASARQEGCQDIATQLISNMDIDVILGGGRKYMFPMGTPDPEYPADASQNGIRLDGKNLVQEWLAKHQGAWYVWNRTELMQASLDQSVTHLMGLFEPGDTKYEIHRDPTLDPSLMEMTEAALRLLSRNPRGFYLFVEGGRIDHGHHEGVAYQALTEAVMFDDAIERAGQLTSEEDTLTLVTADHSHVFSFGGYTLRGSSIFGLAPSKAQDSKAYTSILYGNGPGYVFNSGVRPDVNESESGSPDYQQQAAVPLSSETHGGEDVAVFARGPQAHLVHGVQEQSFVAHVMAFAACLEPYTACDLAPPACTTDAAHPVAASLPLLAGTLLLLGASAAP
# mIAP act: mouse IAP activation. muIAP, CDP-Star luminescence, 30 min; active compounds read high; 1 = vehicle-only enzyme signal, 0 = enzyme-free wells. activation factor at 10 µM. 0.24% of 330,000 active;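 active = activation factor of at least 2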; note: the source names both 10 and 20 µM as test concentration; values of inactives mirror those of a sister screen read the other way
#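 Assay system: mouse IAP enzyme; reagent: chemiluminescent substrate CDP-Star; dosing: test compounds delivered from DMSO solution; schedule: 30 min at room temperature; measured by: luminescence from enzymatic CDP-Star hydrolysis; controls: DMSO-only wells and no-enzyme negative control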
# mIAP inh: blocks mouse intestinal alkaline phosphatase; inhibition, % at 10 µM; purified mouse IAP, CDP-Star luminescence, 30 min; 0.2% of 330,000 active;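 active = inhibition of at least 40% at 10 µM in the primary screen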;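 note: plate controls were DMSO with enzyme for no effect and no enzyme wells for full effect; values of inactives mirror those of a sister screen read the other way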
# HKDC1 inh: inhibitors of human hexokinase HKDC1 | recombinant HKDC1, G6PDH/diaphorase resazurin coupled fluorescence | 0.16% of 340,000 active | AID 493160 | inhibition, % at 20 µM | Q2TB90;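 active = inhibition above about 35% when tested at 20 µM, limit read from the data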;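 note: plate controls were DMSO wells with enzyme for no effect and DMSO wells lacking enzyme for full effect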
#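 Assay system: recombinant HKDC1 hexokinase; detection: coupled resazurin fluorescence, excitation 525 nm, emission 613 nm; benchmarks: DMSO-plus-enzyme-mix negative control, buffer-substituted positive control; compound dosing: single 20 µM dose; schedule: 90 min at room temperature in dark; also added: glucose plus 1 mM ATP as hexokinase substrates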
# hIAP inh: human IAP inhibition; P09923; purified IAP, CDP-Star luminescence, 30 min; inhibition, % at 10 µM; 0.12% of 330,000 active;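 active = inhibition reaching a set limit with compound at 10 µM in the primary screen, cut at about 35% in these data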;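 note: plate controls were DMSO wells with enzyme for no effect and no-enzyme buffer wells for full effect; values of inactives mirror those of a sister screen read the other way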
# APOBEC3A inh: blocks human APOBEC3A ssDNA deamination; P31941; recombinant A3A, FAM/TAMRA ssDNA deamination fluorescence; inhibition, % at 20 µM; 0.41% of 330,000 active; AID 493011;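 active = at least 40% inhibition at 20 µM here, with at most 30% in a related deaminase screen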;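 note: plate controls were A3A with DMSO for no effect and wells lacking A3A enzyme for full effect; some results filed as inactive read as strong as hits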
# The depositor's hits bear a star; . = no result given.
1	Cc1ccc(C(=O)OCC(=O)NCc2ccc(Cl)cc2Cl)o1
2	CCCn1c(O)c(C=Nc2ccccc2)sc1=S
3	CCN(CC)S(=O)(=O)c1ccc(C)c(NC(=O)Cc2ccc(S(=O)(=O)N3CCOCC3)s2)c1
4	O=C(CSc1nnnn1-c1cccnc1)NCc1cccs1
5	CCc1ccc(OCCCC(=O)Nc2nccs2)cc1
assay / compound | 1 | 2 | 3 | 4 | 5
PfGluPho inh | 12 | 38 | 6 | -7 | 8
ATG4B inh | 5 | 22 | -5 | -10 | -9
hIAP activ | 1 | 0.93 | 1.3 | 1.1 | 0.92
mIAP act | 1.1 | 0.82 | 1.1 | 0.6 | 1
mIAP inh | -13 | 18 | -10 | 40 | -1
HKDC1 inh | 1 | -1 | 2 | -2 | -7
hIAP inh | -1 | 7 | -25 | -10 | 8
APOBEC3A inh | 1 | -5 | -1 | 0 | -2

6	Cc1[nH]c2ccccc2c1-c1nc2ccccc2[nH]c1=O
7	COc1ccc(C(O)(CCN2CCCCC2)C2CCCCC2)cc1 (stereo not given)
8	Cc1ccn2c(CNCc3cnn(C)c3)c(C(=O)N3CCCCCC3)nc2c1
9	CCN(CC)S(=O)(=O)c1ccc(NC2CCN(Cc3ccccc3)CC2)nc1
10	CCOc1ccc(NC(=O)CCC(=O)NNC(=O)c2cccc([N+](=O)[O-])c2)cc1
assay / compound | 6 | 7 | 8 | 9 | 10
PfGluPho inh | -3 | 6 | 0 | -2 | -19
ATG4B inh | -4 | -3 | 3 | -6 | 0
hIAP activ | 0.93 | 1 | 0.94 | 1.1 | 0.96
mIAP act | 0.89 | 0.96 | 1 | 0.91 | 0.82
mIAP inh | 11 | 4 | -3 | 9 | 18
HKDC1 inh | -3 | -5 | 1 | 0 | -2
hIAP inh | 7 | -1 | 6 | -9 | 4
APOBEC3A inh | -4 | -2 | 2 | 0 | 1

11	COC(=O)c1ccsc1NC(=O)CN1C(=O)CCC1=O
12	NC(=O)Cn1cc(C(=O)c2cccs2)c2ccccc21
13	O=C(Nc1cc(=O)[nH]c2ncnn12)c1ccccc1Cl
14	Cc1cc(CN(C)C(=O)c2cc(COc3ccc(C)c(C)c3)on2)n[nH]1
15	CC(=O)Nc1ccc(C(=O)OCC(=O)Nc2c(F)cccc2F)cc1
assay / compound | 11 | 12 | 13 | 14 | 15
PfGluPho inh | -1 | -10 | -14 | 9 | -4
ATG4B inh | -11 | 0 | 7 | -9 | 0
hIAP activ | 0.89 | 1 | 1.1 | 1.2 | 0.96
mIAP act | 1 | 0.97 | 0.94 | 0.88 | 0.99
mIAP inh | -5 | 3 | 6 | 12 | 1
HKDC1 inh | -1 | 5 | 17 | 4 | -6
hIAP inh | 11 | -1 | -9 | -20 | 4
APOBEC3A inh | 0 | -5 | -3 | -1 | 9

16	Cn1c(COc2ccc(Br)cc2)nnc1SC1CCc2ccccc2C1=O (stereo not given)
17	COC(=O)[C@H](Cc1ccccc1)NC(=O)[C@@H]1C[C@H]1[C@@H](NC(=O)OCc1ccccc1)c1ccccc1
18	Cc1cc(=O)[nH]c(SCc2cccc(Br)c2)n1
19	Cn1ccnc1C(=O)c1cc(SCC(=O)N2CCOCC2)nc2ccccc12
20	CNc1ccc(C2(O)C(=O)c3ccccc3C2=O)cc1
assay / compound | 16 | 17 | 18 | 19 | 20
PfGluPho inh | 24 | -2 | 4 | -5 | -5
ATG4B inh | 50* | 4 | -3 | -18 | -7
hIAP activ | 1 | 1 | 0.94 | 0.85 | 1.1
mIAP act | 1 | 0.98 | 0.97 | 1 | 1
mIAP inh | 0 | 2 | 3 | -5 | -1
HKDC1 inh | 8 | -3 | -2 | -5 | -7
hIAP inh | -2 | -3 | 6 | 15 | -14
APOBEC3A inh | 3 | 2 | -3 | -4 | 0

21	CN(Cc1ccccc1)c1ncnc(N)c1[N+](=O)[O-]
22	O=C(CCCN1C(=O)/C(=C/c2ccccc2Cl)SC1=S)Nc1ccccn1
23	COc1ccc(-c2ccc(SCC(=O)c3ccc(F)cc3)nn2)cc1OC
24	O=C(Nc1ccccc1F)c1oc2ccccc2c1NC(=O)C1CC1
25	CCOC(=O)C1CCCN(S(=O)(=O)c2ccc3c(c2)N(C(C)=O)CCO3)C1 (stereo not given)
assay / compound | 21 | 22 | 23 | 24 | 25
PfGluPho inh | -6 | 16 | 15 | -9 | -12
ATG4B inh | 5 | 19 | -8 | -1 | 10
hIAP activ | 0.82 | 0.88 | 0.85 | 0.92 | 1.2
mIAP act | 0.98 | 0.87 | 0.94 | 1.1 | 0.97
mIAP inh | 2 | 13 | 6 | -5 | 3
HKDC1 inh | -7 | 19 | 1 | -8 | 2
hIAP inh | 18 | 12 | 15 | 8 | -16
APOBEC3A inh | -3 | -6 | -3 | -5 | -4

26	COc1cccc(-c2ncc3ccccc3c2COC(=O)c2ccc(C(F)(F)F)cc2)c1
27	COC(=O)CSC1=C(C#N)C(c2ccc(F)cc2)CC(=O)N1 (stereo not given)
28	O=C(Oc1coc(CSc2ncccn2)cc1=O)c1cccc([N+](=O)[O-])c1
29	CC(C)CCn1c(=O)c2ccccc2n2c(CCl)nnc12
30	O=C(NC1=NCCS1)c1nc(-c2ccccc2)n(-c2ccccc2)n1
assay / compound | 26 | 27 | 28 | 29 | 30
PfGluPho inh | 9 | 7 | 8 | -8 | 8
ATG4B inh | -6 | -4 | 21 | 0 | -5
hIAP activ | 1 | 0.94 | 1 | 1.1 | 0.99
mIAP act | 0.88 | 1.1 | 1 | 1.1 | 1.1
mIAP inh | 12 | -7 | 0 | -14 | -10
HKDC1 inh | 3 | -3 | -1 | 5 | -2
hIAP inh | -2 | 6 | 0 | -13 | 1
APOBEC3A inh | 0 | 4 | 3 | 1 | -4

31	CC(=O)C1=C(C)NC2(O)c3ccccc3C(=O)C12O (stereo not given)
32	Cc1ccc(C(=O)NCC(=O)OCCCOC(=O)CNC(=O)c2ccc(C)cc2)cc1
33	CCNC(=S)N/N=C/c1cc(C)n(-c2ccc(Cl)cc2)c1C
34	Cc1ccc(NC(=O)Nc2ccc3c(c2)CCC3)cc1
35	Cc1cc2nc(-c3ccc(SCC(=O)N4CCc5ccccc54)nc3)[nH]c2cc1C
assay / compound | 31 | 32 | 33 | 34 | 35
PfGluPho inh | -24 | 1 | 24 | -1 | 27
ATG4B inh | 3 | -3 | -2 | -5 | -24
hIAP activ | 1.1 | 1 | 0.97 | 1 | 1.2
mIAP act | 0.93 | 1 | 1 | 1.5 | 1.1
mIAP inh | 7 | 0 | -1 | -46 | -8
HKDC1 inh | 17 | -8 | -4 | -4 | -9
hIAP inh | -9 | -5 | 3 | -1 | -16
APOBEC3A inh | 0 | -2 | 2 | 7 | 4

36	O=C(C1CCN(S(=O)(=O)c2cccnc2)CC1)N1CCN(c2cccc(Cl)c2)CC1
37	Cc1ccc(-n2nc3c(=O)n(CCCC(=O)NCCc4ccccc4C)nc(C)c3c2C)cc1
38	Cc1c(CCOC(=O)CC23CC4CC(CC(C)(C4)C2)C3)sc[n+]1CC(=O)c1ccccc1
39	COc1ccc(S(=O)(=O)N2CCC(n3cnc4ccccc43)CC2)cc1
40	O=C1c2ccccc2S(=O)(=O)N1CC(O)Cn1c2ccccc2c2ccccc21 (stereo not given)
assay / compound | 36 | 37 | 38 | 39 | 40
PfGluPho inh | 5 | -6 | -8 | 3 | 10
ATG4B inh | -14 | 16 | 18 | -6 | 8
hIAP activ | 0.78 | 1.2 | 0.98 | 1.2 | 0.98
mIAP act | 0.99 | 1 | 0.62 | 1 | 0.63
mIAP inh | 1 | -1 | 38 | -1 | 37
HKDC1 inh | 0 | -1 | 3 | 4 | -2
hIAP inh | 22 | -21 | 2 | -16 | 2
APOBEC3A inh | -3 | -2 | -3 | 1 | 0

41	COc1ccc(C2NC(Cc3ccccc3)(C(=O)O)C3C(=O)N(c4ccccc4OC)C(=O)C23)cc1 (stereo not given)
42	CCOC(=O)c1sc(NC(=O)Nc2ccccc2Cl)cc1C
43	CCC(=O)NCc1cc(-c2nn(C)c(=O)c3ccccc23)ccc1C
44	Cc1cccc(-c2nc3c(c(SCC(=O)N4CCOCC4)n2)COC(C)(C)C3)c1
45	COc1cc(/C=C2/SC(N)=NC2=O)ccc1Oc1ccc([N+](=O)[O-])cc1[N+](=O)[O-]
assay / compound | 41 | 42 | 43 | 44 | 45
PfGluPho inh | 1 | 18 | 6 | -21 | 16
ATG4B inh | 1 | 29 | -4 | 12 | 5
hIAP activ | 1.2 | 0.97 | 0.89 | 0.93 | 0.97
mIAP act | 0.94 | 3.2* | 1.1 | 1 | 0.91
mIAP inh | 6 | -221 | -8 | -4 | 9
HKDC1 inh | -3 | 15 | -3 | 5 | -4
hIAP inh | -16 | 3 | 11 | 7 | 3
APOBEC3A inh | -4 | 1 | 0 | 2 | -4

46	CC1=C(C)CC(C(=O)N2CCN(Cc3ccccc3)CC2)C(C(=O)O)C1 (stereo not given)
47	Cc1ccc(NC(=O)C2CCCN(c3ncccn3)C2)cc1C (stereo not given)
48	CCNC(=S)N(Cc1ccco1)Cc1cc2cc(OCC)ccc2[nH]c1=O
49	Cc1ccc2c(c1)c1c(n2CC(O)CN2CCOCC2)CCCC1 (stereo not given)
50	CCn1nnnc1SCC(=O)c1ccc(NC(C)=O)cc1
51	CCOc1ccc(CNc2ccc(N3CCN(Cc4ccccc4)CC3)cc2)cc1
52	S=c1[nH]c2ccccc2c2ccccc12
assay / compound | 46 | 47 | 48 | 49 | 50 | 51 | 52
PfGluPho inh | -10 | 10 | 19 | . | -9 | -1 | 50
ATG4B inh | -10 | -7 | -11 | . | 8 | 5 | -5
hIAP activ | 0.98 | 0.86 | 1.2 | 1.1 | 0.81 | 1.2 | 0.94
mIAP act | 0.94 | 1 | 0.94 | 1.1 | 1.2 | 0.91 | 0.91
mIAP inh | 6 | -2 | 6 | -7 | -16 | 9 | 9
HKDC1 inh | 0 | -5 | 2 | . | -2 | 3 | -1
hIAP inh | 2 | 14 | -17 | -10 | 19 | -19 | 6
APOBEC3A inh | 4 | 0 | 1 | -6 | -1 | -10 | -4

# In the list so far, these contain a Cl atom:
1	Cc1ccc(C(=O)OCC(=O)NCc2ccc(Cl)cc2Cl)o1
13	O=C(Nc1cc(=O)[nH]c2ncnn12)c1ccccc1Cl
22	O=C(CCCN1C(=O)/C(=C/c2ccccc2Cl)SC1=S)Nc1ccccn1
29	CC(C)CCn1c(=O)c2ccccc2n2c(CCl)nnc12
33	CCNC(=S)N/N=C/c1cc(C)n(-c2ccc(Cl)cc2)c1C
36	O=C(C1CCN(S(=O)(=O)c2cccnc2)CC1)N1CCN(c2cccc(Cl)c2)CC1
42	CCOC(=O)c1sc(NC(=O)Nc2ccccc2Cl)cc1C
assay / compound | 1 | 13 | 22 | 29 | 33 | 36 | 42
PfGluPho inh | 12 | -14 | 16 | -8 | 24 | 5 | 18
ATG4B inh | 5 | 7 | 19 | 0 | -2 | -14 | 29
hIAP activ | 1 | 1.1 | 0.88 | 1.1 | 0.97 | 0.78 | 0.97
mIAP act | 1.1 | 0.94 | 0.87 | 1.1 | 1 | 0.99 | 3.2*
mIAP inh | -13 | 6 | 13 | -14 | -1 | 1 | -221
HKDC1 inh | 1 | 17 | 19 | 5 | -4 | 0 | 15
hIAP inh | -1 | -9 | 12 | -13 | 3 | 22 | 3
APOBEC3A inh | 1 | -3 | -6 | 1 | 2 | -3 | 1

# An unsorted share of the library; overall some 2.4% were active at least once.
